CHT block = inhibits the human high affinity choline transporter | Q9GZV3 | CHT-expressing cells, membrane potential dye, choline response; stronger effect = lower value | B-score at 10 µM | 310,000 tested, 0.86% active;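 active means B-score over 3 SD under the library average, and starting fluorescence ratio not unusually high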;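 further: choline stimulus applied at its EC90 after an EC20 pre-addition; B-score computed on integrated fluorescence ratio after choline addition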
Target sequence (Q9GZV3 whole entry, looked up): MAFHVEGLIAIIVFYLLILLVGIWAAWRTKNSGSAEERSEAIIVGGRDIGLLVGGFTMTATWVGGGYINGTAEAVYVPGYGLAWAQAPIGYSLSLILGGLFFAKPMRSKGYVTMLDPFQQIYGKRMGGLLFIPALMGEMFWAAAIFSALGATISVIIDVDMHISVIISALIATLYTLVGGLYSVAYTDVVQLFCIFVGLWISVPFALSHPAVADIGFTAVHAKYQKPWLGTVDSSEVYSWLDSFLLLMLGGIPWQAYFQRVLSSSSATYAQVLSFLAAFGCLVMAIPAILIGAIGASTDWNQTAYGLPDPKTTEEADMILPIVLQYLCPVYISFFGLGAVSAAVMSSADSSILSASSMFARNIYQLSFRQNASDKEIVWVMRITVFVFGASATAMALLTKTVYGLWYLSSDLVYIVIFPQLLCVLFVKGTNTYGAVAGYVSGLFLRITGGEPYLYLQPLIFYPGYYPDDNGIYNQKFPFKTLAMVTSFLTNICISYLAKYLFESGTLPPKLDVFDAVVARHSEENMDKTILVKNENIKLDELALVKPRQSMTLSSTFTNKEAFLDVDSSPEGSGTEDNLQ
CHT allo act = allosterically activates the human high affinity choline transporter; Q9GZV3; CHT-expressing cells, membrane potential dye, choline EC20; stronger effect = higher value; LV-AA mutant CHT in HEK293 cells; B-score at 10 µM; 310,000 tested, 0.49% active; AID 488977;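 active means initial fluorescence not abnormally high and integrated response B-score, plate-corrected, over 3 SD above library mean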
Starred values were filed as active, the others as inactive; i = inactive.

nr	SMILES	CHT block	CHT allo act
1	Cc1nn(C2CCS(=O)(=O)C2)c(Cl)c1/C=C/C(=O)OCC(=O)Nc1ccccc1[N+](=O)[O-] (centres undefined)	i	i
2	COc1ccccc1NS(=O)(=O)c1cc(C(=O)NCC(c2ccc(F)cc2)N2CCOCC2)ccc1C (centres undefined)	i	i
3	CC(C)c1ccccc1NC(=O)COC(=O)c1cc([N+](=O)[O-])ccc1N1CCOCC1	i	i
4	CCOC(=O)c1c(S(=O)(=O)N2CCC(C)CC2)c(C)n(C)c1C	i	i
5	CCCCn1nc2cc(C(=O)NCc3ccc4c(c3)OCO4)ccc2c1OCC	i	i
6	CC(C)(Oc1ccc(Cl)cc1)C(=O)NC1CCN(Cc2ccccc2)CC1	i	i
7	O=C1c2ccccc2C(=O)N1CC1c2ccccc2CCN1C(=O)N1CCOCC1 (centres undefined)	i	i
8	O=C1CCCC2=C1C(c1ccccc1)CC(=O)N2c1ccc(F)cc1F (centres undefined)	i	i
9	OC(c1ccccc1)c1cccnc1 (centres undefined)	i	i
10	CC1(NC(=O)N2CCCCC2)CCS(=O)(=O)C1 (centres undefined)	i	i
11	Cc1ccccc1NC(=O)NNC(=O)c1ccc2ccccc2c1	i	i
12	CCN(CC)S(=O)(=O)c1ccc(C(=O)NC(C)(C)C)cc1	i	i
13	Cc1nc(Nc2ccccc2Cl)sc1C(=O)Nc1ccccc1	i	i
14	CCC(C)(C)NC(=O)C(c1ccccc1)N(Cc1cccs1)C(=O)Cn1nnc2ccccc21 (centres undefined)	i	i
15	Cc1ccc(C(=O)N2CC(=O)NC(=O)C2)cc1	i	i

Reformatted screen by screen: entries from further up
[15] Cc1ccc(C(=O)N2CC(=O)NC(=O)C2)cc1
[12] CCN(CC)S(=O)(=O)c1ccc(C(=O)NC(C)(C)C)cc1
Screen / compound no.	15	12
CHT block	i	i
CHT allo act	i	i

(continued)
nr	SMILES	CHT block	CHT allo act
16	COc1ccccc1NC(=O)COc1ccccc1C(=O)Nc1ccccc1	i	i
17	CCOC(=O)N1CCC(N(CCN(C)C)C(=S)Nc2ccc(OCC)cc2)CC1	i	i
18	CC1CCCCN1c1ncnc(N)c1[N+](=O)[O-] (centres undefined)	i	i
19	O=C(CSc1nc2c(oc3ccccc32)c(=O)n1CC1CCCO1)NCc1ccccc1 (centres undefined)	i	i
20	O=C(Nc1nc2ccc(S(=O)(=O)N3CCCC3)cc2s1)C1CCCCC1	i	i
21	COc1cc(OC)c(/C=N/NC(=O)c2ccncc2)cc1Br	i	i
22	Cc1cccc(C)c1NC(=O)CCCn1nc(C)c2c(C)n(-c3ccccc3)nc2c1=O	i	i
23	COCCCNC(=O)c1cccc(C(=O)NCCCOC)c1	i	i
24	Cn1c(CCNC(=O)c2ccco2)nc2cc(NC(=O)c3ccccc3Cl)ccc21	i	i
25	O=C(CCc1nnc(Cc2ccc3c(c2)OCO3)o1)N(CC1CCC1)CC1CCCO1 (centres undefined)	i	i
26	CCc1nc(SCC(=O)Nc2nc3c(s2)CCCC3)c2ccccc2n1	i	i
27	CSc1nc(N2CCOCC2)c2c3c(sc2n1)CCC3	i	i
28	CCCCN(CC)Cc1c(O)ccc2c3c(c(=O)oc12)CCC3	i	i
29	COc1ccc(Cn2ccnc2SCC(=O)NC2CCCC2)cc1	i	i
30	Cn1c(SCC(=O)N/N=C/C=C/c2ccco2)nc2ccccc21	i	i
31	CC(C)(C)NC(=O)CSc1nncn1NCc1c(Cl)cccc1Cl	i	i
32	Cc1ccc(-n2c3c(c(=O)[nH]c2=O)C(NS(=O)(=O)c2ccc(Cl)cc2)(C(F)(F)F)C(=O)N3)cc1 (centres undefined)	i	i
33	CSc1nc(N(C)NC(=O)c2ccc(Cl)cc2)c2ccccc2n1	i	i
34	O=C(NCCc1ccccc1)c1cc(-c2ccco2)on1	i	i
35	c1csc(-c2nnc(NC3CCCCC3)c3ccccc23)c1	i	i
36	Cc1ccccc1CSc1nncn1N	i	i
37	COC(=O)c1cn(C)c2ccc(S(=O)(=O)N3CC(C)CC(C)C3)cc2c1=O (centres undefined)	i	i
38	Cc1ccccc1N(CC(=O)O)S(C)(=O)=O	i	i
39	CCn1c(O)c(C(C#N)=C2N=c3ccccc3=N2)c2ccccc21	i	i
40	CC(C)(C)C(=O)Nc1ccc(/C=C/C(=O)c2ccco2)cc1	i	i
41	O=C(Oc1ccccc1C(=O)Oc1ccccc1)c1cccnc1	i	i
42	Cc1ccc(C(=O)NCc2ccncc2)cc1S(=O)(=O)N1CCOCC1	i	i
43	O=C1CN(C(=O)CNCc2ccc(Cl)cc2)c2ccccc2N1	i	i
44	CC(C)Cn1c(C23CC4CC(CC(C4)C2)C3)n[nH]c1=S	i	i
45	COc1ccc(S(=O)(=O)Nc2cc(C(=O)NC3CCCCCC3)ccc2N2CCOCC2)cc1	i	i
46	O=C(CSc1n[nH]c(=O)n1C1CC1)c1ccc(F)cc1	i	i
47	O=C(O)c1ccc(S(=O)(=O)c2ccc3c(c2)C(=O)N(NC(=O)c2ccncc2)C3=O)cc1	i	i
48	COc1ccc(NC(=O)CS(=O)(=O)c2cn(CC(=O)N3CCCC3)c3ccccc23)c(OC)c1	i	i
49	CCCCn1nc2cc(C(=O)NC3CCCc4ccccc43)ccc2c1OCC (centres undefined)	-9.59*	i
50	CN(C)c1ccc(CNC2C3CC4CC(C3)CC2C4)cc1 (centres undefined)	i	i
51	COc1ccc(N2CCn3c2nc2c3c(=O)n(CCCc3ccccc3)c(=O)n2C)c(OC)c1	i	i
52	CNC(=S)NNC(=O)c1cccn(Cc2cccc(C(F)(F)F)c2)c1=O	i	i
53	CC(Oc1ccccc1Cl)C(=O)Nc1ccc(S(=O)(=O)Nc2nccs2)cc1 (centres undefined)	-7.68*	i
54	CCOC(=O)NN1C(=O)c2ccccc2NC1c1ccccc1 (centres undefined)	i	i
55	Cc1nc(NC(=O)COC(=O)c2cc3c(s2)CCC(C)C3)c(Cl)cc1Cl (centres undefined)	i	i
56	COc1ccc(C(CNC(=O)c2oc3c(Cl)cccc3c2C)N2CCCC2)cc1 (centres undefined)	i	i
57	CN(C(=O)Nc1ccc(Cl)c(Cl)c1)c1ccccc1C(=O)O	i	i
58	Cc1cc(C(=O)NC2CCCCC2)c(C)o1	i	i
59	O=C(COC(=O)Cc1c(Cl)cccc1Cl)Nc1ccc2[nH]c(=O)[nH]c2c1	i	i
60	CCCN1C(=O)/C(=N\OCC(=O)Nc2ccc(C(C)C)cc2)c2ccccc21	i	i

Sorted by length of the SMILES (lowest first): 3 of the compounds above.
nr	SMILES	CHT block	CHT allo act
52	CNC(=S)NNC(=O)c1cccn(Cc2cccc(C(F)(F)F)c2)c1=O	i	i
59	O=C(COC(=O)Cc1c(Cl)cccc1Cl)Nc1ccc2[nH]c(=O)[nH]c2c1	i	i
47	O=C(O)c1ccc(S(=O)(=O)c2ccc3c(c2)C(=O)N(NC(=O)c2ccncc2)C3=O)cc1	i	i

Remaining list, next part
nr	SMILES	CHT block	CHT allo act
61	CCOC(=O)C1=C(CN2CCSCC2)NC(=O)NC1c1cc(C)ccc1C (centres undefined)	i	i
62	CC(=O)Nc1ccc(NC=C(C#N)C#N)cc1	i	i
63	COc1cccc(CNC(=O)CCn2c(=O)oc3ccccc32)c1	i	i
64	CCOC(=O)c1c(-c2ccccc2Cl)csc1NC(=O)c1cc(S(=O)(=O)N2CCOCC2)ccc1C	i	i
65	COC(=O)CSc1nc2c(cnn2-c2ccc(Cl)cc2)c(=O)[nH]1	i	i
66	O=C(Nc1nnc(-c2ccc(Cl)cc2)o1)c1ccccc1Br	i	i
67	CC(C)N1CCC(N2CCN(Cc3cccc4nonc34)CC2CCO)CC1 (centres undefined)	i	i
68	CC1CC(C)CN(c2ncc3c(n2)CC(c2ccc(Cl)cc2)CC3=O)C1 (centres undefined)	i	i
69	COc1ccc(-n2cc(CNCCc3cscn3)c(-c3ccccc3Cl)n2)cc1	i	i
70	COc1ccc(C(C)C)cc1S(=O)(=O)n1cnc(C)c1	i	i
71	Cc1ccc(S(=O)(=O)N(C)C)cc1NC(=O)c1n[nH]c(=O)c2ccccc12	i	i
72	O=C1N=C(N2CCOCC2)S/C1=C\c1ccc(-c2ccccc2Cl)o1	i	i
73	COC(=O)c1ccc(N2C(=O)CC(SCC(=O)Nc3ccc(OC)cc3)C2=O)cc1 (centres undefined)	i	i
74	CCOc1cccc(/C=C(\C#N)C(=O)NC2CC2)c1	i	i
75	CCOc1ccccc1N1CCN(CC(O)COCc2cccs2)CC1 (centres undefined)	i	i

Entries above that contain a cyano group:
nr	SMILES	CHT block	CHT allo act
39	CCn1c(O)c(C(C#N)=C2N=c3ccccc3=N2)c2ccccc21	i	i
62	CC(=O)Nc1ccc(NC=C(C#N)C#N)cc1	i	i
74	CCOc1cccc(/C=C(\C#N)C(=O)NC2CC2)c1	i	i

Compounds from the list above containing a CF3 group, in the order listed:
nr	SMILES	CHT block	CHT allo act
32	Cc1ccc(-n2c3c(c(=O)[nH]c2=O)C(NS(=O)(=O)c2ccc(Cl)cc2)(C(F)(F)F)C(=O)N3)cc1 (centres undefined)	i	i
52	CNC(=S)NNC(=O)c1cccn(Cc2cccc(C(F)(F)F)c2)c1=O	i	i

Other compounds.
nr	SMILES	CHT block	CHT allo act
76	CCOC(=O)c1ccc(S(=O)(=O)Nc2ccc3cn[nH]c3c2)cc1	i	i
77	COc1cc(NC(=O)C2=CC(c3ccc(C)cc3)=NS(=O)(=O)N2C)cc(OC)c1OC	i	i
78	CCOc1ccc(Nc2cc(C)nc(-n3nc(C)cc3C)n2)cc1	-6.12*	i
79	CC(C)CNC(=O)CSc1nc2nn(-c3ccccc3)c(=O)c-2c2n1CCCCC2	i	i
80	COc1cccc(NC(=O)Nc2cc(NC(=O)Nc3cccc(OC)c3)c(C)nc2C)c1	i	i
81	COC(=O)/C(=C/c1ccco1)NC(=O)c1ccc(Br)o1	i	i
82	CC(Oc1ccccc1)C(=O)Nc1cc(Cl)ccc1-n1cncn1 (centres undefined)	i	i
83	CCOC(=O)c1ccc(NC(=S)NCCCN2CCCC2=O)cc1	i	i
84	Cc1c(C)c(C)c(S(=O)(=O)NCCc2ccccn2)c(C)c1C	i	i
85	Cc1ccccc1Nc1nnc(SCC(=O)c2cc3ccccc3o2)s1	i	i
86	COCCN(C(=O)COc1ccccc1C#N)c1c(N)n(Cc2ccccc2)c(=O)[nH]c1=O	i	i
87	CCN1CCN(c2ccc(S(=O)(=O)N3CCCCC3)cc2NC(=O)/C=C/c2ccc(OC)c(OC)c2)CC1	i	i
88	O=C1C2C3C=CC(C3)C2C(=O)N1CCN1CCN(S(=O)(=O)/C=C/c2ccccc2)CC1 (centres undefined)	i	i
89	CC1(C)Oc2nc3ccccc3n2/C1=C\C#N	i	i
90	O=C(CCn1c(=O)c2cccn2c2cccnc21)NCc1cccc(Cl)c1	i	i
91	O=C(Nc1ccccc1-c1ccccc1)C1CCCC1	i	i
92	CC1(C)CC(=O)C=C(Nc2ccc(S(N)(=O)=O)cc2)C1	i	i
93	CCN(CC)S(=O)(=O)c1ccc(Cl)c(C(=O)Nc2cc(C)nn2-c2ccccc2)c1	i	i
94	COc1ccc([C@H]2C=C3CN(C(=O)OC(C)(C)C)S(=O)(=O)[C@H]3C[C@H]2OC(=O)c2cccs2)cc1	i	i
95	Cc1ccc(C(=O)Nc2ccc3[nH]c(=O)[nH]c3c2)c(C)c1	i	i
96	COc1cc(OC)c(C(=O)NC23CC4CC(CC(C4)C2)C3)cc1OC	i	i
97	CCCOc1ccc(/C(O)=C2/C(=O)C(=O)N(CCN(C)C)C2c2ccc(OC)c(OC)c2)cc1 (centres undefined)	i	i
98	COc1ccccc1NC(=O)CCC(=O)N1CC(C)Oc2ccc(C)cc21 (centres undefined)	i	i
99	O=c1c2ccccc2nc2n1C(CSc1ccccc1)CS2 (centres undefined)	i	i
100	CCOC(=O)CSc1nc(-c2ccc3c(c2)OCO3)ccc1C#N	i	i
101	Cc1ccc(-c2nnc3ccc(SCC(=O)NCc4ccco4)nn23)cc1	i	i
102	CCOC(=O)Cc1nc(-c2ccccc2)n[nH]1	i	i
103	CCOC(=O)CSc1nnc(CNC(=O)c2cccs2)n1-c1ccccc1	i	i
104	CC1=Nc2ccccc2N=C(NC(=O)/C=C/C(=O)O)C1c1ccccc1 (centres undefined)	i	i
105	CCC(C(=O)NC(C)(C)C)N(C(=O)Cn1nnc(-c2ccccc2F)n1)c1cccc2c1CCCC2 (centres undefined)	i	i
106	N=c1c(C(=O)NCC2CCCO2)cc2c(=O)n3ccccc3nc2n1Cc1ccc(F)cc1 (centres undefined)	i	i
107	COc1nc(NC23CC4CC(CC(C4)C2)C3)nc(OC)n1	i	i
108	COc1ccc(NC(=O)Nc2ccc(F)cc2F)c(C)c1	i	i
109	COc1ccc(C(=O)NC(=S)Nc2ccc(Cc3ccncc3)cc2)cc1	i	i
110	COc1ccccc1CNC(=O)C(C)NS(=O)(=O)c1ccc(Br)cc1 (centres undefined)	i	i
111	CC/C(O)=C1\C(=O)CC(C)(C)CC1=NCCc1nc2ccccc2[nH]1	i	i
112	Cc1sc2ncn(Cc3ccccc3F)c(=O)c2c1C	i	i
113	COc1ccc(-c2[nH]nc3oc(=O)c(CCO)c(C)c23)cc1	i	i
114	CCCC(C(=O)NC1CCCC1)N(Cc1ccc(OC)cc1)C(=O)c1snc(C(N)=O)c1N (centres undefined)	i	i
115	Cc1ccc(S(=O)(=O)N(C)c2ccc(OCC(=O)N3CCCCC3)cc2)cc1	i	i
116	COc1ccc(-n2c(SCC#N)nnc2-c2ccc(NS(=O)(=O)c3ccc(C)cc3)cc2)cc1	i	i
117	COC(=O)c1ccc(C(=O)OC)c(NS(C)(=O)=O)c1	i	i
118	O=C(C(=O)N1CCOCC1)c1c[nH]c2ccccc12	i	i
119	Cc1nc2c(ccc3nc(NC(=O)Cc4ccccc4)sc32)s1	i	i
120	Cc1cccc2sc(N3CCN(C(=O)C4COc5ccccc5O4)CC3)nc12 (centres undefined)	i	i
121	CCC(=O)N1CCc2cc(Br)cc(S(=O)(=O)NCCN3CCCCC3CC)c21 (centres undefined)	i	i
122	O=C1Cc2cc(NS(=O)(=O)c3cc(F)ccc3F)cc3c2N1CCC3	i	i
123	CC(C)Sc1n[nH]c(=O)n1-c1ccccc1	i	i

From PubChem BioAssay
